TEAD-YAP inh – TEAD-YAP interaction inhibition, primary screen, TEAD-YAP interaction inhibitor project, luminescence, HEK-TIYL cells. TEAD-Gal4/YAP UAS-luciferase luminescence. AID 1259422, 2018. inhibition, % at 9.12 µM. hit rate 1.4% among 640,000; in the data active = inhibition above about 32%;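 note: 0% = median of test compound wells and 100% = reference inhibitor wells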
FBW7 activator – FBW7 E3 ligase activators, primary screen, biochemical, AlphaScreen, human; hit rate 0.13% among 650,000; normalized activity (activation), % at 26.1 µM; AlphaScreen FBW7–phospho-cyclin E peptide binding, activator screen; AID 1259310, 2017; in the data active = normalized activity above about 1.9%;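 note: purified mutant Fbw7 with reduced substrate affinity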
MITF inh – MITF inhibitors, primary screen, biochemical, AlphaScreen, human; AlphaScreen MITF homodimerization, bead proximity signal; inhibition, % at 2.6 µM; AID 1259374, 2018; Microphthalmia-associated transcription factor (Homo sapiens), O75030; hit rate 0.91% among 650,000; in the data active = inhibition above about 50%;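 note: 0% = vehicle wells with protein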
Target sequence (O75030 whole entry, looked up): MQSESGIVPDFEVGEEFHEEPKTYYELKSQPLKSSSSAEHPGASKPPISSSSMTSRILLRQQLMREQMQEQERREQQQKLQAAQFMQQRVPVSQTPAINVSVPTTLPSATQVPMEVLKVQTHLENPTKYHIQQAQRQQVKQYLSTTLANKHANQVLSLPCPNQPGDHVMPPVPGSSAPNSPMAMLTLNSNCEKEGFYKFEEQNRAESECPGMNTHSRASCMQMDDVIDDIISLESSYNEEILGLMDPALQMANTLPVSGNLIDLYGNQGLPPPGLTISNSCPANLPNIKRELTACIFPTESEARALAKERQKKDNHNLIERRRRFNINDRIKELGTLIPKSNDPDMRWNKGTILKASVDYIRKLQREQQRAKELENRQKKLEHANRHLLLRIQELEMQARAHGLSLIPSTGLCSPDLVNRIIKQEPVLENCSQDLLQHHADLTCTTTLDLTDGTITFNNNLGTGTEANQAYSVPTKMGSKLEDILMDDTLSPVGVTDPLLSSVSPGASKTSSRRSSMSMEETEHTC
GPR151 ag – activators of human GPR151, primary screen, cell-based, PathHunter beta-arrestin, luminescence. PathHunter beta-arrestin GPR151 cells. hit rate 1% among 650,000. activation, % at 11.2 µM. AID 1508602, 2020. G-protein coupled receptor 151 (Homo sapiens), Q8TDV0; in the data active = activation above about 4.9%;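 note: 0% = median of compound wells and 100% = cells with positive control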
Target sequence (Q8TDV0 whole entry, looked up): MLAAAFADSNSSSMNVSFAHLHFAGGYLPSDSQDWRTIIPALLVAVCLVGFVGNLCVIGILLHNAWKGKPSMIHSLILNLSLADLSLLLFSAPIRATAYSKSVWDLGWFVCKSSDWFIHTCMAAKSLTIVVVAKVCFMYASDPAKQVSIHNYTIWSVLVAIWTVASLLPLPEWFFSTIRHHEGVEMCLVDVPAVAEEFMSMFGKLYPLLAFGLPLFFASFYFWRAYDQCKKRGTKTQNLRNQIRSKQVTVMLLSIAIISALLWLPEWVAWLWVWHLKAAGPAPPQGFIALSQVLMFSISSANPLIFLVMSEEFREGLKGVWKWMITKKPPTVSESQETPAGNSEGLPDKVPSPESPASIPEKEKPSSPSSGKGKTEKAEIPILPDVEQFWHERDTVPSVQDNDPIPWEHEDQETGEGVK
Starred values were filed as active, the others as inactive. Compounds were not picked by outcome; 3.4% or so of the library scored in one or more.

Structure,TEAD-YAP inh,FBW7 activator,MITF inh,GPR151 ag
Cc1cc(Cl)c(Cl)cc1S(=O)(=O)NCc1ccc2c(c1)OCO2,6,0.2,-1,-0.4
Cc1ccccc1Cn1cc(SCC(=O)NCC2CCCO2)c2ccccc21 (centres undefined),-3,-0.1,-2,0.9
Nc1nc(NCc2ccccc2)cc(-c2cccs2)n1,-15,0.0,9,-1.7
CC1CCN(C(=O)c2cc3n(n2)C(C(F)(F)F)CC(c2ccc(Cl)c(Cl)c2)N3)CC1 (centres undefined),16,0.1,7,0.0
Cc1sc2ncnc(NCC3(c4ccccc4)CCCC3)c2c1C,-3,0.0,2,-0.1
O=C(Cc1cccs1)NCc1cccc(Oc2ccc(F)cc2)c1,-2,0.3,14,1.7
CCN1C(=O)C2(Cc3cc4ccccc4nc3N3CCCCC32)C(=O)N(CC)C1=S (centres undefined),4,0.0,8,0.5
CC(=O)NC(CCS(C)(=O)=O)C(=O)Nc1ccc(C)c(F)c1 (centres undefined),-5,-0.2,-1,1.4
COC(=O)c1ccccc1NC(=O)CCCn1cnc(-c2ccccc2)cc1=O,-2,0.1,-11,-0.1
Cc1ccc(NCN2C(=O)C3CC=C(Cl)CC3C2=O)cc1 (centres undefined),-2,-0.1,-1,0.7
N#Cc1ccccc1NC(=O)c1sc2nc(N)c(C#N)cc2c1N,-11,0.0,17,-1.6
C=C(C)CN1C(=O)NC(CC)(C2CCN(Cc3cccnc3)CC2)C1=O (centres undefined),-2,0.0,8,1.5
CCCNC(=O)C(=O)Nc1ccc(OCCC)cc1,-21,-0.2,0,1.3
O=C(O)CCC(=O)Nc1ccc(C(=O)O)cc1NC(=O)CCC(=O)O,-4,0.0,6,-0.5
O=C1CCCN1CCn1cnc2c(NCc3ccccc3)nc(N3CCOCC3)nc21,5,-0.1,-11,1.5

Record cards, as listed above. Order of values: TEAD-YAP inh, FBW7 activator, MITF inh, GPR151 ag
Listed for `CC1CCN(C(=O)c2cc3n(n2)C(C(F)(F)F)CC(c2ccc(Cl)c(Cl)c2)N3)CC1` (centres undefined) : 16, 0.1, 7, 0.0
Listed for `O=C1CCCN1CCn1cnc2c(NCc3ccccc3)nc(N3CCOCC3)nc21` : 5, -0.1, -11, 1.5
Listed for `COC(=O)c1ccccc1NC(=O)CCCn1cnc(-c2ccccc2)cc1=O` : -2, 0.1, -11, -0.1
Listed for `CCCNC(=O)C(=O)Nc1ccc(OCCC)cc1` : -21, -0.2, 0, 1.3

Carrying on:
Structure,TEAD-YAP inh,FBW7 activator,MITF inh,GPR151 ag
C=CCN(C(=O)CCC(=O)Nc1cc(C)on1)C1(C(=O)NC2CCCCC2)CCCC1,6,0.3,14,0.9
O=S(=O)(NCc1ccccc1)c1ncn[nH]1,-15,-0.2,5,-1.1
N#Cc1c(N)nc2c(c1-c1ccccc1)CCC2,-5,-0.1,10,-0.1
O=C(Nc1ccccc1F)c1cccc([N+](=O)[O-])c1,-2,0.1,7,-0.7
Cc1c(N=Nc2ccc([N+](=O)[O-])cc2S(=O)(=O)O)co[n+]1[O-],2,-0.2,5,1.3
Cc1ncn(-c2ccc(Nc3nccc(-c4cc(C#N)cc(N5CCCC5)c4)n3)cc2)n1,-6,0.0,2,-1.1
CCOc1ccc(NC(=O)c2ccc(F)c(S(=O)(=O)N3CCN(c4cccc(Cl)c4)CC3)c2)cc1,12,0.1,5,-0.6
Cc1ccccc1CSc1nc2ccsc2c(=O)n1C1CCCCC1,-1,0.1,3,-1.2
Cc1ccc(N2CCN(S(=O)(=O)c3ccc(F)c(C(=O)Nc4ccc(C)c(F)c4)c3)CC2C)cc1 (centres undefined),-5,-0.1,-33,-2.2
Cc1cc2c(c(N)n1)C(=O)NC2=O,-4,0.1,-10,-0.1
c1ccc(-c2noc(CN3CCC(C4CCCCC4)C3)n2)nc1 (centres undefined),-11,0.2,13,-0.5
COc1cccc(/C=N/Nc2nc3ccccc3s2)c1O,-1,-0.2,-3,1.4
O=C(O)C1C2C=CC(C2)C1C(=O)OC1CC2CCC1C2 (centres undefined),-3,0.4,11,-0.4
CC(C)(C)c1ccc(S(=O)CC(O)CSc2nc(-c3ccccc3)cc(-c3ccccc3)c2C#N)cc1 (centres undefined),4,0.1,13,-1.8
O=c1[nH]c2ccccc2nc1C(=S)N1CCOCC1,-1,0.1,-12,-0.4

Structure,TEAD-YAP inh,FBW7 activator,MITF inh,GPR151 ag
CC1CCCC(NC(=O)C2c3ccccc3C(=O)N2Cc2cccs2)C1C (centres undefined),3,0.1,-6,0.1
Nc1c(C(=O)c2ccccc2)sc2nc(-c3cccnc3)ccc12,-11,-0.1,6,1.1
CCNS(=O)(=O)c1ccc(OC)c(N(C)S(=O)(=O)c2ccc(C)cc2)c1,0,0.0,6,0.6
Cc1ccc(-c2c(Nc3ccc(C)c(F)c3)c(=O)c2=O)cc1,9,0.2,9,-0.4
O=C(c1ccco1)N1CCN(c2nccn3c(-c4cccc5cccnc45)cnc23)CC1,5,0.2,14,1.5
O=S(=O)(NCCc1ccccc1Cl)c1cccc2nonc12,-4,-0.2,27,-0.2
Cc1ccc(C)c(C(=O)N2CCc3c(cnc(C)c3CNC(=O)c3ccco3)C2)c1,2,0.1,4,-0.5
Cc1ccc(S(=O)(=O)NC(CC(=O)N(C)Cc2ccccc2)c2ccco2)cc1 (centres undefined),2,0.3,20,-0.6
CCOC(=O)C1=C(C)N=c2s/c(=C\c3cccc(OC)c3)c(=O)n2C1c1ccccc1Cl (centres undefined),-12,0.0,-7,0.6
Cc1ccc2c(c1)N(C(=O)N1CCC(C(=O)N3CCOCC3)CC1)CC(C)O2 (centres undefined),4,0.1,2,-0.9
COC(=O)c1c(NC(=O)c2nc(S(C)(=O)=O)ncc2Cl)sc2c1CCC2,-2,0.1,4,1.9
CCCCSc1nnc2c(n1)OC(c1cc(OC)ccc1OC)Nc1ccccc1-2 (centres undefined),-22,-0.1,-7,-1.2
CCOC(=O)C(=O)N1c2cc(C)ccc2-c2c(ssc2=S)C1(C)C,8,0.0,1,1.1
COc1ccccc1OCC(=O)Nc1ncc(Cc2ccccc2Cl)s1,-8,0.1,18,-1.5
O=C(CCC(=O)OCC(=O)c1ccc(Br)cc1)Nc1cc(Cl)ccc1Cl,-7,-0.1,1,0.7

Structure,TEAD-YAP inh,FBW7 activator,MITF inh,GPR151 ag
Cc1ccc(N2C(=O)c3ccc(C(=O)OCC(=O)c4ccc([N+](=O)[O-])cc4)cc3C2=O)cc1Cl,0,-0.2,-3,-0.3
O=C(O)COc1ccc(Cl)cc1C1C2=C(CCCC2=O)OC2=C1C(=O)CCC2,3,0.0,12,-0.6
CCCN(C)S(=O)(=O)c1ccc(I)cc1,-5,-0.1,-3,1.4
CCOC(=O)C1(CCCc2ccccc2)CCN(C(=O)c2ccc(=O)n(C)n2)CC1,-11,0.1,8,-1.1
C/C=C/C=C(/NC(=O)c1ccccc1)C(=O)Nc1cccc(Br)c1,-4,0.1,-5,-1.1
Cc1nc2sccn2c1C(=O)N(C)C(C)C,2,0.1,13,0.2
CCOC(=O)C1(Cc2ccccc2C(F)(F)F)CCN(C(=O)C2=C(C)OCCO2)CC1,-18,0.2,12,-1.7
Cn1c(N)c(C(=O)COC(=O)CNC(=O)c2ccc(Cl)cc2)c(=O)n(C)c1=O,-8,-0.1,1,-0.9
Cc1ccc(OCC(=O)Nc2ccc(S(=O)(=O)Nc3onc(C)c3C)cc2)cc1,7,0.0,-2,0.8
CN(C)C(CNC(=O)c1ccc2c(c1)OCO2)c1cccs1 (centres undefined),-30,0.4,5,-0.9
O=C(Nc1cccc2ccccc12)c1cccc([N+](=O)[O-])c1,9,0.2,11,-1.4
COc1ccc(CCN2CNc3c(c(=O)n(C)c(=O)n3C)C2)c(OC)c1OC,-2,0.1,-3,-0.2

Structure,TEAD-YAP inh,FBW7 activator,MITF inh,GPR151 ag
COc1cc(/C=N\n2cnnc2)ccc1OCCOCCOc1ccc(C)cc1,5,-0.2,-7,2.3
Cc1ccc(S(=O)(=O)N(CCO)C2CC(C)(C)N(O)C(C)(C)C2)cc1,4,0.0,-18,0.0
C(=N\Nc1nc(-c2ccccc2)cs1)/c1ccc2c(c1)OCO2,-18,0.1,13,-1.1
OCCN1CCN(C(=S)Nc2cccc(C(F)(F)F)c2)CC1,2,0.0,37,0.7
Fc1ccccc1-c1nc(-c2ccccc2)c(-c2ccc(Sc3ccccc3)cc2)[nH]1,4,-0.2,-5,1.2
C=CCNC(=O)c1ccc2c(c1)NC(=O)c1ccccc1N2,-1,0.1,-9,-0.2
Clc1cnc(N/N=C2\CCc3ccccc32)c(Cl)c1,-39,0.0,16,0.4
CC1=NN(C(=O)COc2cc(C)cc(C)c2)C(O)(c2ccc(Cl)cc2)C1 (centres undefined),-7,-0.1,-5,0.5
Oc1ccc(-c2cnc3ccc(NCc4cccs4)nn23)cc1,62*,-0.1,-12,2.8
C/C(=N\NS(=O)(=O)c1ccc(C)c([N+](=O)[O-])c1)c1cc2ccccc2o1,7,-0.1,0,1.7
Cc1ccc(-n2c(=S)sc3c(=O)n(-c4ccccc4)c(SCC(=O)C(C)(C)C)nc32)cc1C,0,-0.2,-3,0.0
CCOC(=O)c1c(C)n(C)c2ccc(OCC(O)CNc3ccccc3F)cc12 (centres undefined),-1,0.0,-5,0.5

Individual results from above.
Cc1ccc(S(=O)(=O)N(CCO)C2CC(C)(C)N(O)C(C)(C)C2)cc1 in MITF inh shows -18
COc1cc(/C=N\n2cnnc2)ccc1OCCOCCOc1ccc(C)cc1 in MITF inh shows -7

Further records follow.
Structure,TEAD-YAP inh,FBW7 activator,MITF inh,GPR151 ag
CC(C)C1=CC23CCC4C(C)(C(=O)O)CCCC4(C)C2CC1C1C(=O)N(c2ccccc2)C(=O)C13 (centres undefined),-5,0.3,-3,0.5
CC1CC(C)CN(CCC(=O)Nc2cccc(Cl)c2)C1 (centres undefined),-4,-0.3,-9,-0.3
CCCN1CCN(c2ncnc3sc(C(=O)Nc4ccc(C)c(F)c4)c(C)c23)CC1,-5,0.0,-3,-1.0
COc1ccc(N2C(=O)CC(N3CCN(c4ccccn4)CC3)C2=O)cc1 (centres undefined),6,-0.1,7,-0.7
CC(=O)Nc1cc2c(cc1NC(C)=O)n(C)c(=O)n2C,-3,-0.1,2,1.3
O=C(Nc1n[nH]c(=S)s1)C1CC1,-1,-0.1,-3,2.1
Cc1ccc(N2C(=O)C3C(c4cccc(Cl)c4)OC4(C(=O)c5ccccc5C4=O)C3C2=O)cc1 (centres undefined),-2,0.2,12,3.5
CN(C)c1cccc(Nc2cc(NC3CC3)ncn2)c1,-7,0.1,2,0.8
CC(=O)OCCOCn1cnc2c(=O)[nH]c(N)nc21,2,0.0,7,0.4
Cc1c(N)cccc1-c1nn2c(C)nnc2s1,11,-0.1,-3,1.0
CCOC(=O)c1c(NC(=O)COc2ccc(Cl)cc2)sc(C(=O)Nc2ccccc2F)c1C,-10,0.0,-3,-1.3
O=S(=O)(c1ccc(OCC(O)CN2CCCCC2)cc1)N1CCOCC1 (centres undefined),6,-0.2,-11,-1.6

Structure,TEAD-YAP inh,FBW7 activator,MITF inh,GPR151 ag
Cc1cc(C)c(NC(=O)C(C)Sc2nc3ccc(N)cc3s2)c(C)c1 (centres undefined),-2,-0.1,6,-0.5
O=C1OCCC1Sc1nc(-c2ccccc2)cs1 (centres undefined),6,-0.3,-2,-3.1
COc1ccccc1/C=C1\N=C(c2ccc(F)cc2)OC1=O,9,0.0,7,0.2
CS(=O)(=O)N1CCCC1C(=O)Nc1nc(-c2ccccc2)c(-c2ccccc2)s1 (centres undefined),-5,-0.2,-8,-1.0
COc1ccc(NCC(=O)N/N=C(\C)c2ccc(OC)cc2O)cc1,9,0.3,11,-0.9
Cc1ccc(C(=O)CSc2nc3sc(C)c(C)c3c(=O)[nH]2)cc1,-6,1.1,15,1.5
CC1SC(C)C(=O)N(CC(=O)Nc2ccccc2)C1=O (centres undefined),-5,-0.1,-7,0.5
O=c1oc(-c2ccoc2)nn1Cc1ccc2ccccc2n1,-6,-0.3,-1,1.2
OC1CCN(c2cc(-c3ccccc3)nc(-c3ccncc3)n2)CC1,1,0.0,6,1.6
O=C(Cc1cccc2ccccc12)Nc1cc(C(=O)O)cc(C(=O)O)c1,-10,0.0,-1,-1.1
O=C1NC(=O)C(=Cc2ccc(OC(=O)c3ccc(F)cc3)cc2)C(=O)N1,3,-0.9,20,-0.7
COc1ccccc1-c1ccnc(-n2ncc(C(=O)N(C)CCO)c2-c2ccco2)n1,-14,-0.1,8,-0.1
O=c1[nH]cc(CN2CCCCC2)c(=O)[nH]1,-1,-0.1,3,2.4
Cc1ccc(N2C(=O)c3ccc(Br)cc3C2=O)c(Cl)c1,-12,0.4,-2,-0.8
C=CCOc1ccc(/C(O)=C2/C(=O)C(=O)N(CCN3CCOCC3)C2c2ccc(C(C)C)cc2)c(C)c1 (centres undefined),1,-0.1,-16,-1.9
